Screens as filed in PubChem.
MPTP block: inhibitors of mitochondrial permeability transition pore | isolated mouse mitochondria, Ca2+ swelling absorbance, 30 min | inhibition, % at 10 µM | 360,000 compounds, 1.4% hits;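 active = inhibition of 50% or more, scaled per plate between neutral and stimulator controls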;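 note: 0% = DMSO wells given calcium and 100% = 1 mM EGTA wells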
GRIN3A LBD mod: NR3A (human) ligand-binding domain modulation; 340,000 compounds, 2.5% hits; NR3A LBD differential scanning fluorimetry, Tm shift; 0% = protein alone, 100% = glycine-bound protein; Tm shift relative to glycine control, % at 25 µM; AID 1259313;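 active = melting temperature shift of at least 10% of the positive control shift, at one fixed dose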
SENP6 block: inhibitors of human SENP6 protease. inhibition, % at 10 µM. 330,000 compounds, 1.8% hits. Q9GZR1. AID 2599. Recombinant SENP6 catalytic domain, aminoluciferin luminescence;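 active = inhibition above about 50% at the single tested dose, limit read from the data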;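 note: plate controls were DMSO wells with enzyme for no effect and DMSO wells lacking enzyme for full effect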
Target sequence (Q9GZR1 628-1112 limits assumed): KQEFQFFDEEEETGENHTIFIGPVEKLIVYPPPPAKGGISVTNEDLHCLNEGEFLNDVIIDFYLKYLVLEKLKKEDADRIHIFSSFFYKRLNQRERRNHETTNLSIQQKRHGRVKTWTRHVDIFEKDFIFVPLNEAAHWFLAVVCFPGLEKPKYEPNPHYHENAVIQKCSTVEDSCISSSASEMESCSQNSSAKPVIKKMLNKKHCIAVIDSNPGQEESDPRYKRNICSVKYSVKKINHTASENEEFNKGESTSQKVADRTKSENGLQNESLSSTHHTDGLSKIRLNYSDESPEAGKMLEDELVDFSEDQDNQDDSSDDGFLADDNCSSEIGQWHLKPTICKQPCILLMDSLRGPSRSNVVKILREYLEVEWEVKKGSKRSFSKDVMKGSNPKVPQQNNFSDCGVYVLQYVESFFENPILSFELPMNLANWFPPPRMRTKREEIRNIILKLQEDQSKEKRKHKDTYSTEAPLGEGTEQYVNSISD
HKDC1 inh: inhibitors of human hexokinase HKDC1 | inhibition, % at 20 µM | AID 493160 | recombinant HKDC1, G6PDH/diaphorase resazurin coupled fluorescence | Q2TB90 | 340,000 compounds, 0.16% hits;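 active = inhibition above about 35% when tested at 20 µM, limit read from the data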;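 note: plate controls were DMSO wells with enzyme for no effect and DMSO wells lacking enzyme for full effect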
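System: Recombinant HKDC1 hexokinase | Amount: HKDC1 at 5 µg/mL | Reagent: Glucose with 1 mM ATP | Doses: Single 20 µM dose | Incubation: Reaction time 90 min, room temperature, protected from light | Signal: Coupled resazurin fluorescence, excitation 525 nm, emission 613 nm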
SENP7 block: inhibitors of human SENP7 protease; Q9BQF6; recombinant SENP7, Z-RLRGG-aminoluciferin luminescence, 40 min; inhibition, % at 5 µM; 330,000 compounds, 1.5% hits; AID 434973;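 active = inhibition above about 50% at the single test dose, limit read from the data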;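 note: plate controls were DMSO with enzyme for no effect and no enzyme buffer wells for full effect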
PfGluPho inh: PfG6PD (Plasmodium falciparum) enzyme inhibition. inhibition, % at 20 µM. PfGluPho enzyme, NADPH resazurin-diaphorase fluorescence. 350,000 compounds, 0.78% hits;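 active = inhibition reaching at least a set limit at 20 µM in the primary screen, cut at about 59% in these data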;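 note: 0% = DMSO wells with substrate and 100% = DMSO wells lacking glucose-6-phosphate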
ATG4B inh: blocks human ATG4B protease cleavage of LC3 substrate. Q9Y4P1. ATG4B cleavage of LC3-PLA2, NBD-HPC fluorescence, 1 h. inhibition, % at 8.33 µM. 340,000 compounds, 0.51% hits. AID 504462; in the data active = inhibition above about 40%
SENP8 inh: inhibitors of human SENP8 protease; inhibition, % at 20 µM; 360,000 compounds, 0.64% hits; Q96LD8; recombinant SENP8, Nedd8 substrate fluorescence; AID 602440; in the data active = inhibition mostly above about 40%, no sharp cut-off; inactive = mostly below about 27%
Target sequence (Q96LD8 whole entry, looked up): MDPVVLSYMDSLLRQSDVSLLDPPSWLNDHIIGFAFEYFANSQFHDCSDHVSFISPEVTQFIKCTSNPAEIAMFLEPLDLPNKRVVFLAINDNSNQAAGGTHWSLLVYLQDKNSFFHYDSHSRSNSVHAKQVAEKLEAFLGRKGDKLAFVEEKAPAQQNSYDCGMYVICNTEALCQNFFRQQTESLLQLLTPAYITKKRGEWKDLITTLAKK
Starred values were filed as active, the others as inactive; nt = no result given.

1. CCCCC(=O)N1CCCC(C(=O)OCC)C1 (stereo unspecified)
2. COc1cccc(NC(=O)CC2C(=O)NC3CCCCC3N2C(=O)c2ccccc2)c1 (stereo unspecified)
3. O=C(Nc1nnc(-c2cccs2)o1)c1ccco1
4. COc1ccccc1NC(=O)CN1C(=O)COc2ccc(C)cc21
5. O=C(c1ccc2c(c1)OCO2)[C@@H]1[C@@H]2C(=O)N(C3CCCCC3)C(=O)[C@@H]2C2c3ccccc3C=CN21 (stereo partly specified)
6. C=CCn1c(SC(C)C(=O)NCc2ccc3c(c2)OCO3)nnc1C1CCCCC1 (stereo unspecified)
7. COC(=O)c1cn(NC(=O)Cc2ccc(Cl)cc2)c(=O)c2ccccc12
8. CCN(C(=O)c1cc2ccccc2oc1=O)c1cccc(C)c1
entry no.,1,2,3,4,5,6,7,8
MPTP block,-0.5,-0.6,0.7,1.8,-3.7,0.0,1.6,0.5
GRIN3A LBD mod,-2,1,1,-1,-1,-1,-10,-1
SENP6 block,4,-5,-4,0,nt,1,9,9
HKDC1 inh,5,-2,4,-1,1,-14,10,-5
SENP7 block,0,-1,7,5,nt,2,2,-7
PfGluPho inh,-11,2,-19,-7,-5,-6,-14,-7
ATG4B inh,-3,-1,8,-7,-2,0,6,1
SENP8 inh,-2,4,10,21,-22,14,-31,4

9. O=C(Cn1nc(C(=O)O)c2ccccc2c1=O)Nc1ccc(Br)cc1
10. Nc1[nH]c(=O)[nH]c(=O)c1N=Nc1ccc(C(=O)O)cc1
11. CCS(=O)(=O)c1ccc2oc(Nc3ccccc3Cl)nc2c1
12. CN(C(=O)c1ccccc1C(=O)OCC(=O)NCc1cccs1)C1CCCCC1
13. Cn1c(NCc2cccs2)nc2ccccc21
14. Cc1ccc(S(=O)(=O)Cc2ccc(C(=O)NCCCN3CCN(C)CC3)o2)cc1
15. COc1ccc(NC(=O)C2CCCN(S(=O)(=O)c3cccnc3)C2)cc1OC (stereo unspecified)
16. COc1ccc(S(=O)(=O)NCCN2CCOCC2)c(C)c1C
entry no.,9,10,11,12,13,14,15,16
MPTP block,2.1,-1.7,-0.6,-0.9,-1.0,0.3,0.9,-0.1
GRIN3A LBD mod,-4,2,-15,0,1,-3,-2,2
SENP6 block,12,16,95*,-25,1,-21,8,-4
HKDC1 inh,-3,-4,-3,-1,-4,-8,-7,-3
SENP7 block,-11,11,92*,-2,1,10,0,6
PfGluPho inh,-6,-1,-22,-16,14,-16,-7,3
ATG4B inh,-8,-4,-2,0,-7,13,-2,2
SENP8 inh,13,-5,10,13,10,5,20,15

17. O=C1c2ccccc2C(=O)N1C1C(=O)N2CCSC12C(=O)OCc1ccccc1 (stereo unspecified)
18. CCCCN(C)CCCNC(=O)CCn1nc(-c2ccccc2)ccc1=O
19. O=C(N/N=C/c1cc(Br)c(O)c(Br)c1)C1CC1
20. COc1ccc(NC(=S)N2CCN(c3ccccn3)CC2)cc1
21. CCC(C)N1CCN(S(=O)(=O)c2ccc(NC(C)=O)cc2)CC1 (stereo unspecified)
22. Cc1cccc(N(Cc2ccccc2)C(=O)CN2C(=O)NC3(CCCC3)C2=O)c1
23. CC(=O)c1cccc(NC(=O)N2CCc3ccccc3C2)c1
24. CCOC(=O)c1[nH]c2ccc(OC)cc2c1NS(=O)(=O)c1ccc(Cl)s1
entry no.,17,18,19,20,21,22,23,24
MPTP block,-0.1,0.5,-0.9,0.5,-1.9,0.4,-2.4,1.3
GRIN3A LBD mod,-1,3,0,0,-1,1,0,-20
SENP6 block,nt,-9,-18,16,-22,-5,9,-13
HKDC1 inh,1,2,-2,-10,7,-1,-5,0
SENP7 block,nt,3,-5,-2,-2,-10,-6,-4
PfGluPho inh,-9,-4,-1,-6,-28,-1,4,9
ATG4B inh,2,-6,3,-5,-5,5,8,-4
SENP8 inh,12,6,-120,13,10,12,4,2

Pulled by structure from the list above:
23. CC(=O)c1cccc(NC(=O)N2CCc3ccccc3C2)c1
24. CCOC(=O)c1[nH]c2ccc(OC)cc2c1NS(=O)(=O)c1ccc(Cl)s1
9. O=C(Cn1nc(C(=O)O)c2ccccc2c1=O)Nc1ccc(Br)cc1
19. O=C(N/N=C/c1cc(Br)c(O)c(Br)c1)C1CC1
6. C=CCn1c(SC(C)C(=O)NCc2ccc3c(c2)OCO3)nnc1C1CCCCC1 (stereo unspecified)
1. CCCCC(=O)N1CCCC(C(=O)OCC)C1 (stereo unspecified)
entry no.,23,24,9,19,6,1
MPTP block,-2.4,1.3,2.1,-0.9,0.0,-0.5
GRIN3A LBD mod,0,-20,-4,0,-1,-2
SENP6 block,9,-13,12,-18,1,4
HKDC1 inh,-5,0,-3,-2,-14,5
SENP7 block,-6,-4,-11,-5,2,0
PfGluPho inh,4,9,-6,-1,-6,-11
ATG4B inh,8,-4,-8,3,0,-3
SENP8 inh,4,2,13,-120,14,-2

New compounds follow
25. O=C(c1cnc(-c2ccccc2)s1)c1ccc(Cl)cc1Cl
26. O=C(O)CNC(=O)CC1S/C(=N/N=C2\CSC(=O)N2)NC1=O (stereo unspecified)
27. CSCCC1NC(=O)N(CC(=O)Nc2ccc(Br)cc2Br)C1=O (stereo unspecified)
28. CCOc1cc(NC(=O)Nc2ccccc2)c(OCC)cc1NC(=O)CC
29. COc1ccccc1Nc1nc2ccc(C)cc2n2cnnc12
30. CC(=O)Nc1c(C)nn(-c2ccc([N+](=O)[O-])cc2)c1C
31. CC(C)CCNC(=O)NC(=O)COC(=O)/C=C/c1cc(Br)ccc1F
32. Cc1sc(N2C(=O)C3C4C=CC(C4)C3C2=O)c(C#N)c1C (stereo unspecified)
entry no.,25,26,27,28,29,30,31,32
MPTP block,-0.1,-0.2,2.5,1.3,0.8,-0.1,2.1,0.2
GRIN3A LBD mod,0,-1,-1,-3,-11,0,2,-2
SENP6 block,-3,-5,-11,6,10,0,-6,5
HKDC1 inh,-3,1,-5,1,3,-8,-7,-10
SENP7 block,-3,2,-11,-6,-8,6,-5,10
PfGluPho inh,7,-11,-4,1,-5,10,5,-4
ATG4B inh,4,3,-7,-1,3,-5,-5,-9
SENP8 inh,15,10,15,0,-128,15,4,16

33. CCOc1ccc(OCC(=O)OCc2csc(CC(=O)Nc3ccccc3C)n2)cc1
34. COc1c(O)ccc(/C=N\NC(=O)c2ccc3c(c2)OCO3)c1[N+](=O)[O-]
35. O=C(c1cccs1)C1C(c2ccc(Br)cc2)NC(=S)NC1(O)C(F)(F)F (stereo unspecified)
36. Cc1ccc2c(Cl)c(C(=O)NCC(c3ccco3)N3CCCC3)sc2c1 (stereo unspecified)
37. Cc1cccc(N2C(=O)C3CCCN3C2=S)c1 (stereo unspecified)
38. CCOc1ccc(NC(=O)CN2CCCC2c2cccs2)cc1S(=O)(=O)N1CCCCC1 (stereo unspecified)
39. CCc1cc(CN2CCOCC2)c(NC(=O)c2ccccc2)s1
40. O=C1C(=O)N(CCN2CCOCC2)C(c2ccncc2)/C1=C(/O)c1ccc2c(c1)OCO2 (stereo unspecified)
entry no.,33,34,35,36,37,38,39,40
MPTP block,-1.2,1.0,-3.9,3.6,-1.2,-0.7,1.5,-0.3
GRIN3A LBD mod,4,-5,2,3,2,1,1,2
SENP6 block,-6,6,1,-22,11,-21,0,-8
HKDC1 inh,-4,-6,-3,5,-6,7,3,-1
SENP7 block,-7,-4,1,10,-17,-11,10,-4
PfGluPho inh,2,33,3,12,-29,0,-1,-14
ATG4B inh,-8,0,-3,-4,-10,-4,-7,-11
SENP8 inh,-11,7,10,4,14,15,-27,1

As entered above.
cpd 34 in SENP7 block shows -4
cpd 36 in GRIN3A LBD mod shows 3
cpd 37 in SENP8 inh shows 14
cpd 39 in ATG4B inh shows -7

Additional compounds:
41. Cc1ccccc1C(=O)N1CCC(C(=O)Nc2ccc(S(=O)(=O)N3CCCCC3)cc2)CC1
42. CCOC(=O)c1c(-c2ccc(C)s2)csc1NC(=O)c1cccs1
43. COc1ccc2c(c1)c1ncn(CCc3ccccc3)c(=O)c1n2C
44. CCc1ccccc1NC(=O)COC(=O)c1cccs1
45. CCN(CC)C(=O)c1ccc(S(=O)(=O)c2ccccc2)cc1
46. Cc1ccc(C(=O)N2CCN(Cc3nc4sc5c(c4c(=O)[nH]3)CCCC5)CC2)cc1
47. O=S(=O)(NC1=NCCCCCC1)c1cccs1
48. Cc1cc(NC(=O)Nc2cc(C)nn2-c2ccccc2)n(-c2ccccc2)n1
entry no.,41,42,43,44,45,46,47,48
MPTP block,-0.7,2.1,-1.4,1.1,-0.1,0.7,0.6,-1.1
GRIN3A LBD mod,2,1,3,-1,-1,-5,nt,-1
SENP6 block,-12,-4,0,-15,7,-18,-5,-2
HKDC1 inh,-2,-7,5,-4,-1,-1,-7,-5
SENP7 block,-14,8,13,6,-15,4,7,1
PfGluPho inh,-2,4,12,-10,-16,10,-1,5
ATG4B inh,-2,6,0,-2,5,-4,-6,-11
SENP8 inh,-2,-284,-288,4,13,1,11,14

49. O=C(NNC(=O)c1cccc2ccccc12)c1ccco1
50. NC(N)=NCCCc1cn(CC(=O)N2CCNCC2)nn1
51. C1CNC(C23CC4CC(CC(C4)C2)C3)=N1
52. CCCCc1nc2cc(C(=O)N3CCN(c4cnccn4)CC3)ccc2o1
53. CC[C@@H](C)[C@@H]1CN([C@@H](C)CN2CCC[C@H]2CN2C(N)=NC[C@H]2CC(C)C)C(=N)N1CCc1ccc(Cl)c(Cl)c1
54. OC(CN1CCN(c2ccc(C(F)(F)F)cn2)CC1)c1ccccc1 (stereo unspecified)
55. Cc1ccn(CC(=O)N2CCCC(Nc3ccc(F)c(F)c3)C2)n1 (stereo unspecified)
56. O=[N+]([O-])c1cc([N+](=O)[O-])c(Oc2cccc3c2CCCC3)cc1NN1CCCCC1
entry no.,49,50,51,52,53,54,55,56
MPTP block,-1.2,-0.2,-1.7,-0.8,0.9,1.2,-0.2,-0.4
GRIN3A LBD mod,1,-3,0,-3,-1,2,-7,-1
SENP6 block,-16,-12,31,18,-7,-11,-10,nt
HKDC1 inh,4,-1,-3,0,-1,-3,-4,2
SENP7 block,-2,-6,5,3,0,-4,2,nt
PfGluPho inh,0,-14,12,-5,-2,13,2,-2
ATG4B inh,-21,-6,-4,-6,4,4,-7,0
SENP8 inh,26,6,18,-328,9,5,5,25

Shown as a hit in SENP6 block, of those listed so far:
#	molecule	MPTP block	GRIN3A LBD mod	SENP6 block	HKDC1 inh	SENP7 block	PfGluPho inh	ATG4B inh
11	CCS(=O)(=O)c1ccc2oc(Nc3ccccc3Cl)nc2c1	-0.6	-15	95*	-3	92*	-22	-2

This is a random part of the collection; any-hit rate near 6.9%.
